KKLEB cytotox: counter-screen for CF NF-kB inhibitors: cytotoxicity. KKLEB CF airway cells viability, ATPlite luminescence, overnight; stronger effect = lower value; cells stimulated with P. aeruginosa culture filtrate. activity change (cytotoxicity), % at 5 µM. 0.36% of 360,000 active;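 active = corrected activity change at or below -50% at 5 µM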
Shn3 3UTR inh: inhibitors of Schnurri-3 3'UTR reporter in osteoblasts | 0.52% of 360,000 active | inhibition, % at 12.5 µM | Clone20 osteoblast Shn3 3'UTR firefly luciferase, 24 h | AID 588674;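 active = mean inhibition of at least 75% with every replicate also reaching 75%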;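 also: 0% = median of neutral control wells and 100% = pilot-screen positive control compound; some compounds past the cut are filed as inactive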
NR2E3 ag-1: NR2E3 (human) agonism | Q9Y5X4 | GST-NR2E3/biotin-RetCOR TR-FRET, 1536-well | inhibition of corepressor binding, % at 4.78 µM | 0.12% of 320,000 active | AID 2300;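 active = percent inhibition above the cutoff of mean plus 3 SD of all tested compounds, set per screening campaign, cut at about 20% in these data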;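 also: 0% = DMSO wells and 100% = biotin wells as full block of FRET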
Target sequence (Q9Y5X4 whole entry, looked up): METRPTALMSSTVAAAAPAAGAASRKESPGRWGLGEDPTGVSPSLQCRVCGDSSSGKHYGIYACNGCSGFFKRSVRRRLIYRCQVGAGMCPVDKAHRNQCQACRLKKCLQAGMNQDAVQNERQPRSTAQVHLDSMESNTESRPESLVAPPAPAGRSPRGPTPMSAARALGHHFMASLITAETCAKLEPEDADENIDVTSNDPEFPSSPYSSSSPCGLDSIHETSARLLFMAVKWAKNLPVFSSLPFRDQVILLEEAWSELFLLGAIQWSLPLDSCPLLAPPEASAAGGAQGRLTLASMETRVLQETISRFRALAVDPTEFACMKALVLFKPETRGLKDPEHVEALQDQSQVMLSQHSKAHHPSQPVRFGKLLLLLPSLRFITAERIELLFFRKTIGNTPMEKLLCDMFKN
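System: GST-tagged NR2E3 plus biotinylated RetCOR corepressor; Amount: 1.35 nM GST-tagged NR2E3 final; Dosing: single nominal compound dose of 4.8 µM; Schedule: 5 h incubation at 4 °C; Technique: TR-FRET with europium anti-GST and streptavidin-D2, 340 nm excitation; Controls: biotin wells as high control, 0.6% DMSO wells as low control.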
C8 TRAIL sens: sensitizes caspase-8 expressing cells to TRAIL | NB7+C8 cells + TRAIL, ATPlite viability luminescence | inhibition (viability loss, TRAIL sensitization), % at 10 µM | 1% of 360,000 active | AID 624354;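 active = compounds causing at least 50% loss of cell viability in the single-dose screen, relative to plate controls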
EBV LMP1 NFkB: Epstein-Barr LMP1 NF-kappaB reporter inhibition; inhibition, % at 12.5 µM; LMP1-induced NF-kappaB luciferase reporter cells, luminescence; 0.69% of 350,000 active; in the data active = inhibition above about 41%;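 also: 0% = neutral control wells and 100% = reference inhibitor control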
MITF TRPM1 inh: MITF TRPM1 promoter inhibition in SK-MEL-5 cells. 0.83% of 330,000 active. SK-MEL-5 TRPM1 promoter luciferase, 24 h. AID 488899. inhibition, % at 12.5 µM;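 active = mean inhibition across replicates of 60% or more, whatever share of single replicates reaches that level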; also: values of inactives mirror those of a sister screen read the other way
NR2E3 ag-2: agonists of human NR2E3 nuclear receptor; Q9Y5X4; inhibition of corepressor binding, % at 3.98 µM; AID 602229; 0.35% of 360,000 active; CHO-S Gal4-NCOR/VP16-NR2E3 two-hybrid, luciferase;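 active = inhibition above the mean of all tested compounds plus 3 SD, cut at about 70% in these data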;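 also: 0% = DMSO with NR2E3 transfected cells and 100% = cells lacking NR2E3 construct; higher means lower luciferase signal from less NR2E3 corepressor binding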
HIF-2a inh: blocks HIF-2a reporter activity | 0.72% of 360,000 active | 786-0 RCC cells HIF-2a reporter, luciferase luminescence, overnight | inhibition, % at 18.8 µM;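 active = inhibition of the luminescence signal of 40% or more relative to plate controls, in a single-dose primary screen at 18.75 µM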
Peg3 prom inh: inhibitors of Peg3 promoter | HeLa PEG-Prom luciferase reporter, luminescence, overnight | inhibition, % at 20 µM | 1.7% of 360,000 active | AID 588405;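 active = inhibition of at least 50% at 20 µM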
CF NFkB inh: cystic fibrosis NF-kB activation inhibition; KKLEB NF-kB-GFP reporter, PAF-induced, GFP fluorescence overnight; inhibition, % at 5 µM; 0.86% of 360,000 active;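 active = at least 50% inhibition at 5 µM, scaled per plate between neutral and stimulator controls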;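 also: PAF is a Pseudomonas aeruginosa culture filtrate used as stimulus; plate controls were PAF-stimulated DMSO wells for no effect and unstimulated DMSO wells for full effect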
iPSC survival up: hiPSC single-cell survival enhancement; ATPlite luminescence; 100% = ROCK inhibitor wells, 0% = DMSO; survival enhancement, % at 20 µM; 0.044% of 360,000 active; AID 602274; in the data active = survival enhancement above about 18%;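 also: cells exposed to compounds for 16 hours before the ATP read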
* marks the source's active call; other numbers are inactive results; . = no result given. A portion of the library; count on the stated rates, not on these rows.

Sample of the layout (three entries):
smiles | KKLEB cytotox | iPSC survival up | MITF TRPM1 inh | NR2E3 ag-2 | Shn3 3UTR inh | C8 TRAIL sens | HIF-2a inh | CF NFkB inh | NR2E3 ag-1 | EBV LMP1 NFkB | Peg3 prom inh
COc1ccc(NC(=O)c2cncn2-c2ccccc2)cc1 | 3 | -0.5 | -17 | 4 | -9 | -4 | -56 | 4 | 0 | 3 | -10
N#CC(=C1C=C(Br)C(=NO)C=C1Cl)c1ccc(Cl)cc1 | 3 | 1.0 | . | -8 | -3 | 3 | 14 | 20 | . | -19 | 40
CCCNC(=O)NCCc1ccncc1 | -6 | -1.3 | 2 | -10 | -9 | 5 | -6 | -8 | 4 | 8 | 16

This part in full (from the top)
smiles | KKLEB cytotox | iPSC survival up | MITF TRPM1 inh | NR2E3 ag-2 | Shn3 3UTR inh | C8 TRAIL sens | HIF-2a inh | CF NFkB inh | NR2E3 ag-1 | EBV LMP1 NFkB | Peg3 prom inh
COc1ccc(NC(=O)c2cncn2-c2ccccc2)cc1 | 3 | -0.5 | -17 | 4 | -9 | -4 | -56 | 4 | 0 | 3 | -10
N#CC(=C1C=C(Br)C(=NO)C=C1Cl)c1ccc(Cl)cc1 | 3 | 1.0 | . | -8 | -3 | 3 | 14 | 20 | . | -19 | 40
CCCNC(=O)NCCc1ccncc1 | -6 | -1.3 | 2 | -10 | -9 | 5 | -6 | -8 | 4 | 8 | 16
CCN(CC)C(=O)N1CCn2c(nc3ccccc32)C1 | -4 | -4.9 | 7 | 2 | 7 | 3 | -6 | -5 | -2 | 2 | -1
CN1CCN(C(=O)c2cccc(-c3cccc4nccn34)c2)CC1 | -7 | 8.1 | . | 7 | 7 | -8 | 5 | -18 | . | . | 4
C=CCNC(=O)CSc1nnc(-c2ccccn2)n1Cc1ccccc1 | 0 | 2.5 | 15 | 13 | 1 | -7 | 16 | -30 | 2 | 2 | -5
Cc1cc(-c2nnc(-c3cccc(Cl)c3)o2)no1 | 7 | 0.0 | -27 | -99 | -58 | 8 | -335 | -17 | -5 | -27 | -290
O=C1c2oc3ccccc3c(=O)c2C(c2cccc(F)c2)N1CCCO (centres undefined) | 11 | -3.2 | 7 | -12 | 7 | -10 | 17 | 1 | 5 | -41 | 16
C[C@H](CO)N1C[C@H](C)[C@H](CN(C)Cc2ccc(Oc3ccccc3)cc2)Oc2cc(Br)ccc2S1(=O)=O | -5 | 1.4 | . | -19 | 34 | 11 | -20 | 7 | . | -6 | 24
CCc1cccc2c(C(=O)CSc3nnc(-c4ccoc4C)n3C)c[nH]c12 | 12 | 2.5 | -4 | -13 | -1 | -23 | 0 | 1 | 3 | 6 | 2
CSc1ccccc1OCc1cc(C(=O)N2CCC(c3ccncc3)CC2)no1 | 10 | 0.0 | 8 | 101* | 67 | 27 | -61 | 3 | 2 | 14 | -64
CCN(CC)S(=O)(=O)c1cccc(C(=O)N/N=C/c2ccc([N+](=O)[O-])o2)c1 | 12 | -0.8 | 85* | 3 | 9 | 11 | 5 | -13 | 3 | -13 | 5
CCN(CC(=O)Nc1cccc(OC)c1)CC(=O)Nc1cccc2ccccc12 | -5 | 5.4 | 11 | -1 | -7 | -9 | -2 | 35 | -1 | -1 | 19
S=C(NCCCN1CCOCC1)NN=C1c2ccccc2-c2ccccc21 | 0 | -2.0 | . | 40 | -9 | 12 | -13 | 9 | . | 4 | 3
CC(C)c1ccc(CN2C(=O)NC3(CCCCCC3)C2=O)cc1 | 0 | -0.1 | -3 | -13 | -14 | 18 | 20 | 4 | 3 | -6 | 15
CC(C)[C@H](NC(=O)OCc1ccccc1)C(=O)OCC(=O)NCCc1ccccc1 | 1 | -0.3 | 4 | 1 | -3 | 3 | 0 | -10 | 2 | 5 | 13
O=C(CSc1nccn1-c1ccccc1)NO | 12 | -0.6 | 2 | 2 | -7 | 5 | 11 | -10 | 0 | 0 | 0
COc1ccc2c(c1)C1OCCC1C(c1ccco1)N2 (centres undefined) | -3 | -0.8 | -62 | -98 | -43 | 83* | -232 | 4 | 0 | 25 | -188
CNC(=S)NC1CC2CCCC(C1)N2Cc1ccccc1OC (centres undefined) | 0 | 0.8 | 1 | -5 | 7 | -2 | 14 | -7 | -3 | 0 | 3
Cc1cccc(NC(=O)CCN2C(=O)C3C4C=CC(C4)C3C2=O)c1 (centres undefined) | 0 | 2.0 | -10 | 8 | -28 | -1 | -2 | 8 | 2 | 5 | 1
O=C(NC(=S)NCCO)c1sc2ccccc2c1Cl | -10 | -0.4 | -43 | -6 | . | -3 | -367 | 13 | -1 | -26 | -221
COc1cccc(C2CC(c3cccs3)=NN2S(C)(=O)=O)c1 (centres undefined) | 10 | 3.9 | 13 | -12 | 15 | -5 | -57 | -6 | 4 | -6 | -15
CN(C)c1ccnc2sc3c(SCc4ccc(Cl)cc4)ncnc3c12 | 0 | -1.4 | -86 | 15 | -68 | 3 | -74 | 14 | 2 | 19 | -112
CCC/C=C/c1ccc(CN2C(C(C)C)C(=O)N(Cc3cn(CCOCOC)nn3)CCS2(=O)=O)cc1 (centres undefined) | -7 | 1.6 | . | 17 | -26 | 10 | 7 | 17 | . | -7 | -2
CCC(Sc1ncccc1C(=O)OC(C)C)C(=O)N1CCOCC1 (centres undefined) | 8 | -0.8 | 16 | 7 | 4 | -9 | 16 | 22 | -1 | 2 | 9
COc1ccccc1OC(C)C(=O)N1CCN(Cc2ccc3c(c2)OCO3)CC1 (centres undefined) | 4 | -0.3 | 8 | -20 | 3 | 6 | 13 | 5 | 4 | 7 | 7
C[C@H](CO)N1C[C@H](C)[C@H](CN(C)C(=O)N[C@H](C)c2ccccc2)OCc2ccccc2-c2c(n(C)c3ccccc23)C1=O | 3 | 0.0 | . | -7 | 13 | 3 | 4 | 8 | . | -9 | 13
CCOC(=O)C1CCN(S(=O)(=O)c2c(C(=O)N3CCCCC3)c(C)n(C)c2C)CC1 | -6 | -0.4 | 8 | -1 | 11 | -8 | 10 | 0 | -2 | 1 | 16
Cc1ccc(NC(=O)C2CCN(C(=O)N3CCOc4ccccc43)CC2)cc1 | 18 | 2.1 | . | -16 | -6 | -11 | -8 | 22 | 1 | 6 | 7
COc1ccc(CCNC(=O)c2nonc2N)cc1OC | -3 | 7.6 | -7 | 6 | -4 | 0 | 6 | 7 | -3 | 1 | -17
Cc1ccc(NC(=O)c2ncn(CC(=O)NCc3ccccc3)n2)cc1C | 14 | -1.5 | -15 | -53 | -43 | 20 | -175 | -6 | . | -2 | -157
CN(C)S(=O)(=O)Oc1ccsc1C(=O)Nc1ccc(Cl)c(Cl)c1 | -4 | 4.3 | -4 | -6 | 12 | 4 | -23 | 12 | 2 | 1 | 8
CCN(CC(=O)Nc1ccc(NC(C)=O)cc1)C(=O)c1c(C)nn(-c2ccc(F)cc2)c1Cl | -4 | -0.5 | 9 | 1 | -12 | 6 | 8 | -7 | . | -1 | 3
N#Cc1cccc(NC(=O)CSc2nnc(-c3n[nH]c4ccccc34)o2)c1 | 5 | -0.7 | -35 | -32 | -19 | 4 | -259 | -26 | 5 | -19 | -238
Cc1cccc(-c2cccc(NC(=O)C3CCCN(Cc4cccnc4)C3)c2)c1 (centres undefined) | -28 | -0.3 | 6 | -20 | 36 | 11 | 17 | 34 | . | -4 | 21
CN1C[C@@H]2C(c3ccc(C(F)(F)F)cc3)C3(c4ccc(C#N)cc4)CC2(C3)[C@H]1c1ccccc1 (some centres undefined) | -14 | -0.2 | 1 | 3 | 17 | 14 | 4 | 17 | 0 | -46 | 0
CC(=O)Nc1ccc(S(=O)(=O)NCCSc2ccccn2)cc1 | -5 | -0.7 | -1 | 1 | 6 | -15 | 16 | -2 | -1 | -2 | -5
O=C(c1cc(COc2ccc(F)cc2F)on1)N1CC2C[C@@H]3CC1C[C@H](C2)C3 | -2 | -0.4 | -83 | -70 | -36 | 2 | -191 | 2 | -3 | -27 | -250
O=C(Nc1ccccn1)C1CCN(S(=O)(=O)c2ccc3ccccc3c2)CC1 | 19 | -0.3 | -18 | -7 | -14 | 36 | -27 | -9 | . | 3 | -9
COC(=O)c1ccc(/C=C/C(=O)c2ccc(OC)c(OC)c2)cc1 | 7 | -2.1 | 0 | 2 | 33 | 8 | 34 | 0 | 3 | 7 | 43
Cc1cccc2nc(CSc3nc4[nH]ncc4c(=O)n3-c3cccc(Cl)c3)cc(=O)n12 | 9 | -2.6 | 12 | -20 | 40 | 9 | 20 | 0 | 3 | 10 | 39
CCc1nnc(NC(=O)C2CCC(CNc3c(N4CCC(C)CC4)c(=O)c3=O)CC2)s1 (centres undefined) | -15 | 0.3 | -16 | -7 | -4 | 3 | 15 | -6 | 3 | -2 | -15
CCOc1ccccc1N(CC(=O)Nc1ccc(OC)cc1)S(=O)(=O)c1ccccc1 | 2 | 4.2 | -10 | -10 | -6 | -14 | 29 | -6 | 0 | -1 | 9
COc1ccc(C(C)=O)cc1CSc1nnc(Nc2c(C)cccc2C)s1 | 1 | -2.2 | 0 | 16 | 23 | 6 | 22 | -2 | -2 | 4 | 22
CC(C)C(C)(C#N)NC(=O)CSc1nc2scc(-c3ccco3)c2c(=O)n1-c1ccccc1 (centres undefined) | -1 | -0.2 | -5 | -9 | -10 | 3 | 12 | -2 | 0 | 1 | 3
Cc1c(C(=O)NC2CC(C)(C)NC(C)(C)C2)oc2c(Cl)cccc12 | -5 | -2.0 | . | 3 | 1 | -4 | 9 | 25 | . | -10 | -4
COCC(C)n1c(C)cc(C(=O)COC(=O)CNC(=O)c2ccccc2)c1C (centres undefined) | -2 | -1.0 | -10 | -11 | -3 | -2 | 9 | -11 | 5 | 2 | 9
CCCCOc1ccccc1NC(=O)c1ccco1 | -6 | 2.2 | -1 | -18 | -1 | -8 | 13 | 9 | 2 | 2 | 12
O=C(Oc1ccc2c(c1)OCO2)c1ccc(F)cc1Cl | 6 | -2.0 | -71 | -70 | -75 | 5 | -110 | -1 | 3 | -37 | -263
CCn1cnc2scc(-c3ccc(C)c(C)c3)c2c1=O | -5 | 1.8 | 11 | 2 | 20 | -1 | 14 | 12 | 4 | -2 | 15
COc1ccc(C(=O)C2CCN(CC(=O)Nc3ccccc3F)CC2)cc1 | -4 | -0.4 | 13 | -19 | -10 | 12 | -4 | 17 | 1 | -3 | 32
CC(=O)Nc1ccc(S(=O)(=O)N2CCC3(CC2)OCCO3)cc1 | 22 | -0.1 | 11 | -17 | 3 | 0 | 21 | -24 | 2 | -8 | 9
OC1CCCN(CC(O)c2ccccc2)C1 (centres undefined) | 8 | 0.7 | 6 | 16 | -3 | -6 | 10 | 3 | -4 | 3 | 12

Screening data deposited in PubChem BioAssay by several laboratories.
